TrxR1 substrate – substrates of rat thioredoxin reductase 1; O89049; purified TrxR1 substrate turnover, NADPH consumption readout; Potency, µM (series often up to 114 µM), without a hit: at the top dose activity change, negative = substrate turnover; hit rate 0.01% among 390,000; AID 588456; note: potency is the fitted concentration of half-maximal effect; % is set by controls: 0 for no effect and ±100 for the full control effect; nearly all actives have a fitted effect of over 50% in size
Target sequence (O89049 whole entry, looked up): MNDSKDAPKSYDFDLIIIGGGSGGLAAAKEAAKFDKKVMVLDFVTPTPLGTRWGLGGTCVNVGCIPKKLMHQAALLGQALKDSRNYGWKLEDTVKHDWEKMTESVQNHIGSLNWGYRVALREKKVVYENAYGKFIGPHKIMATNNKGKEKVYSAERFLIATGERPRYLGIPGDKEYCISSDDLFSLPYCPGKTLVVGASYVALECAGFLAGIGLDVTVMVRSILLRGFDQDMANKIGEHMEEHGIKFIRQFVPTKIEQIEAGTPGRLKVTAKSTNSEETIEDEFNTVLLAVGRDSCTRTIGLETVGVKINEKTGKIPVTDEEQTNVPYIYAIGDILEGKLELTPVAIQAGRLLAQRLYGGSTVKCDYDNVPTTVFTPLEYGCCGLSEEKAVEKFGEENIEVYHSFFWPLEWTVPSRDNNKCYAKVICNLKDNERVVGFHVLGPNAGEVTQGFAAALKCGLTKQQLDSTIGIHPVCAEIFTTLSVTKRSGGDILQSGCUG
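Rat TrxR1, dispensed at 90 nM, was prereduced with 400 uM NADPH (final) for 5 min at ~22 deg C, then incubated with compound 15 min before 400 uM selenite. A first-read NADPH fluorescence drop versus no-compound background flagged substrates.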
Glioma ERSR ind – inducers of ER stress response in human glioma cells; Potency, µM, for inactives: at the highest dose activation, usual class: activators; hit rate 0.02% among 420,000; AID 602332; U87-MG GRP78 promoter luciferase reporter, 16 h; note: potency is the fitted concentration of half-maximal effect; series mostly up to about 76 µM; % of control where 0% means no effect; nearly all actives have a fitted effect of over 35% in size
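Stably transfected U87-MG glioma cells carrying a GRP78-based luciferase sensor; 16 h compound incubation. Luminescence end-point read 10 min after Bright-Glo addition at room temperature.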
rTrxR1 inhibitor – rat TrxR1 inhibition; O89049; recombinant rTrxR1, NADPH fluorescence consumption, selenite substrate; Potency, µM (doses to about 114 µM), for inactives: at the highest dose activity change, negative = inhibition, hits mostly inhibitors; hit rate 1% among 390,000; AID 588453; note: potency is the fitted concentration of half-maximal effect; % is set by controls: 0 for no effect and ±100 for the full control effect; nearly all actives have a fitted effect of over 65% in size
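Rat TrxR1 (90 nM in the dispensed reagent) was pre-reduced with 400 uM NADPH for 5 min at room temperature, then incubated with compound for 15 min. After 400 uM selenite was added, NADPH fluorescence (Ex 340/Em 450 nm) was followed for 8 min.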
Vif-A3F inh – inhibitors of Vif-A3F interaction | HeLa A3F-eYFP + Vif (tagged APOBEC3F with the HIV-1 protein that degrades it), YFP fluorescence increase | Potency, µM (top dose mostly 46.1 µM), for inactives: at the top dose activity, negative = active | hit rate 0.2% among 390,000 | AID 602313; note: potency is the fitted concentration of half-maximal effect; % of control where 0% means no effect; nearly all actives have a fitted effect of over 65% in size
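Fluorescence increase (Ex 488/Em 500-530) after overnight compound treatment at 37 deg C flags inhibition of Vif-driven A3F-eYFP loss in stable HeLa A3F-eYFP/Vif cells seeded overnight beforehand.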
RGS4 inh – blocks human RGS4-accelerated GTP hydrolysis | P49798 | Transcreener GDP fluorescence polarization, RGS4-accelerated GTP hydrolysis | Potency, µM (titrated, usually from 114 µM), without a hit: at the highest dose activity change, negative = inhibition, most hits filed as inhibitors | hit rate 0.039% among 390,000; note: potency is the fitted concentration of half-maximal effect; % is set by controls: 0 for no effect and ±100 for the full control effect; nearly all actives have a fitted effect of over 75% in size; some results filed as inactive show a strong effect at the top dose
Target sequence (P49798 whole entry, looked up): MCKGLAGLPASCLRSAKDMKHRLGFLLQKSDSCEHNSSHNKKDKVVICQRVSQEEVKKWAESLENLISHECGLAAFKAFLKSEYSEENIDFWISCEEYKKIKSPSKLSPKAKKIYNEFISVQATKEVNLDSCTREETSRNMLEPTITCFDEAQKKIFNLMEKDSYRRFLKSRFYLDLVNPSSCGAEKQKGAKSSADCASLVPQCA
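MLSMR compounds (23 nl, pin-transferred) preincubated 10 min at room temperature with a 500nM (2x) first reagent, then RGS4 at 900nM (2x) plus Transcreener GDP mix added; fluorescence polarization (620/688 nm) read before and after 90 min at 30 °C.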
Vif-A3G inh – blocks the Vif interaction with human APOBEC3G; HeLa A3G-eYFP + Vif (tagged APOBEC3G with the HIV-1 protein that degrades it), YFP fluorescence, overnight; Potency, µM (top dose mostly 46.1 µM), for inactives: top-dose activity, negative = active, usual class: inhibitors; hit rate 0.076% among 410,000; AID 602310;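 note: potency is the fitted concentration of half-maximal effect; % is set by controls: 0 for no effect and ±100 for the full control effect; nearly all actives have a fitted effect of over 60% in size; hits raise eYFP signal because A3G escapes Vif-driven loss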
Target sequence (Q9HC16 whole entry, looked up): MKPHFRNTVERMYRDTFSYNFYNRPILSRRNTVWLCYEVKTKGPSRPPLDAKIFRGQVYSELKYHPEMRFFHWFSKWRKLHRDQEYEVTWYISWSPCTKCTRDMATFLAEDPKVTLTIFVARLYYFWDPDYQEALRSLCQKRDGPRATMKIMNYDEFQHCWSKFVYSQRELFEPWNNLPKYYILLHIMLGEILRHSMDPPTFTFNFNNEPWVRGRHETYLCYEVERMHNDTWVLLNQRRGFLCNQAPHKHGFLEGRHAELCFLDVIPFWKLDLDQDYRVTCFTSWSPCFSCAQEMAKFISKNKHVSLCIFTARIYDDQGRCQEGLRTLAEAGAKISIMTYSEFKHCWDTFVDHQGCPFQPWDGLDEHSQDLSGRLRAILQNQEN
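HeLa cells stably expressing Vif and C-terminally eYFP-tagged A3G, seeded overnight at 37 deg C, then exposed to compound by pintool overnight at 37 deg C. Rise in yellow fluorescence (Ex 488/Em 500-530, Acumen) marks blocked Vif-driven A3G degradation.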
USP1 inh – inhibitors of human USP1/UAF1 deubiquitinase; O94782; hit rate 0.23% among 390,000; recombinant USP1/UAF1, Ub-Rhodamine cleavage fluorescence; Potency, µM (doses to about 57.1 µM), for inactives: top-dose activity change, negative = inhibition, hits mostly inhibitors; note: potency is the fitted concentration of half-maximal effect; % is set by controls: 0 for no effect and ±100 for the full control effect; nearly all actives have a fitted effect of over 60% in size; inactives centre near -12
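High-throughput fluorogenic screen: 1nM USP1/UAF1 complex, Ub-Rho substrate 150nM final, 50mM HEPES pH 7.8 with 0.5mM EDTA, 0.1 mg/ml BSA, 1mM TCEP and 0.01% Tween-20.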
LDHA inh – inhibitors of human lactate dehydrogenase A. purified LDHA, NADH/diaphorase-resazurin fluorescence; stronger effect = lower value. activity change, % (values are at about 110 or 230 µM). hit rate 0.15% among 480,000; in the data active = activity change below about -30%; inconclusive = mostly about -25% to -30%;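 note: plate controls were DMSO wells for no effect and wells without enzyme for full effect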
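Resorufin fluorescence (ex540/em590), read at 0 and 20 min after diaphorase/resazurin addition, reports the NADH left after a 5 min room-temperature reaction of 2 nM human LDH5 with 0.06 mM NADH and 0.2 mM pyruvate.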
mIDH1 inhibitor – blocks human mutant IDH1 R132H enzyme | O75874 | IDH1-R132H enzyme, NADPH consumption, diaphorase/resazurin fluorescence | Potency, µM (top dose mostly 76.6 µM), without a hit: at the highest dose activity change, negative = inhibition, hits mostly inhibitors | hit rate 0.093% among 390,000; note: potency is the fitted concentration of half-maximal effect; % is set by controls: 0 for no effect and ±100 for the full control effect; nearly all actives have a fitted effect of over 65% in size
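IDH1-R132H (0.5 ug/mL dispensed) in pH 7.5 Tris buffer was preincubated 30 min with compound, then given a substrate mix of 0.016 mM NADPH and 2 mM alpha-KG for 80 min at room temperature; remaining NADPH was read by diaphorase/resazurin fluorescence.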
Numbers without * were called inactive; i = inactive; ? = inconclusive; . = not tested or not shown; & = joins results of further samples; [ ] = another dose, or the depositor's remark. Unless noted, calls come from the whole dose curve; as a rule, active = well fitted curve in the direction sought with a large enough effect; inconclusive = small, poorly fitted or top-dose-only effect, or another doubt; inactive = no such curve, though single readings can be large; an effect the other way counts as inactive or inconclusive.

SMILES	TrxR1 substrate	Glioma ERSR ind	rTrxR1 inhibitor	Vif-A3F inh	RGS4 inh	Vif-A3G inh	USP1 inh	LDHA inh	mIDH1 inhibitor
COc1cc(/C=C2\SC(=O)N(c3ccc(O)cc3)C2=O)cc(OC)c1OC	-1%	-3%	6%	8%	-21%	-2%	-12%	-5	5%
NS(=O)(=O)c1ccc(CNS(=O)(=O)c2cccc3nonc23)cc1	-11%[57.1 µM]	-1%	27%[57.1 µM]	-19%	-6%	-5%	-5%	3	8%
COc1cccc(C(=O)c2sc3nc(-c4ccccc4)cc(C(F)(F)F)c3c2N)c1	29%	-5%	20%	?	-5%	?	.	2	14%
CC1(c2ccc(Cl)cc2)NC(=O)N(CC(=O)NCCC2=CCCCC2)C1=O (stereo not given)	6%	-3%	10%	2%	-32%	-1%	-12%	2	4%
CCOC(=O)C(C)NC(=O)CCc1nnc2ccc(N3CCC(C)CC3)nn12 (stereo not given)	1%	?	12%	1%	-33%	-4%	-21%	-1	-4%
CC(=O)NC1C(=O)N(CCc2ccccc2)c2ccccc21 (stereo not given)	16%[57.1 µM]	-17%	9%[57.1 µM]	-5%	-1%	0%	-18%	1	10%
CN(C)C(=O)c1ccc(NC(=O)c2cccnc2)cc1	10%[57.1 µM]	-1%	27%[57.1 µM]	-1%	-14%	0%	-3%	-4	3%
COc1ccc(C2(C(=O)NCc3ccccc3Cl)CCOCC2)cc1OC	1%	-5%	31%	6%	11%[11.4 µM]	6%	-5%	-4	-9%
CCCCN(C)C1=CC2=CC(=C(C#N)C#N)CCC2CC1 (stereo not given)	4%[57.1 µM]	-6%	4%[57.1 µM]	-18%	2%	3%	i[2.29 µM]	-2	1%
Cc1ccc(S(=O)(=O)Nc2cc3c4c(c2)CCC(=O)N4CCC3)cc1	-2%[57.1 µM]	-1%	-6%[57.1 µM]	5%	3%	-11%	-12%	-9	-8%
CCOc1ccc(C(=O)NC2CCN(C(=O)Nc3ccccc3OC)CC2)cc1	7%[57.1 µM]	-3%	21%[57.1 µM]	7%	29%	2%	-3%	-14	0%
CC(C)c1ccccc1NC(=O)c1ccccc1NC(=O)C1CCCCC1	-5%	-5%	-11%	2%	-2%[11.4 µM]	2%	-17%	0	11%
O=S(=O)(NCc1ccc(F)cc1)c1ccc(-n2cnnn2)cc1	-2%	-3%	15%	-9%	19%	1%	-4%	-8	5%
CC1(C)OC(=O)N(NCc2ccccc2)C1(C)O (stereo not given)	10%	?	17%	-4%	-33%	-1%	-9%	2	5%
Cc1cc(C)c(C(=O)N(C)CC2CCCN(CCc3ccccc3F)C2)o1 (stereo not given)	-9%	-2%	-14%	-3%	-6%	-1%	-12%	-9	4%
COc1ccc(CNC(=O)c2c[nH]c3c(OC)cc(OC)cc3c2=O)cc1	16%	-2%	39%[activator]	-32%	-11%	0%	-20%	-1	6%
Cc1ccc(NC(=O)Cn2c(=O)n(CCc3ccccc3)c(=O)c3sc4ccccc4c32)cc1C	3%	-2%	11%	-1%	-11%	4%	-7%	2	13%
CC(NC(=O)CN(C)CC(=O)Nc1ccc(Cl)cc1)c1ccc(F)cc1 (stereo not given)	-3%	5%	2%	-6%	16%	1%	-7%	-7	6%
CC1CCCN(S(=O)(=O)c2ccc3oc(=O)ccc3c2)C1 (stereo not given)	-6%	-2%	3%	2%	-13%	1%	-13%	-3&6	5%
CSC1=C(C#N)C(c2cccc(Br)c2)CC(=O)N1 (stereo not given)	4%	-2%	16%	-14%	-10%	1%	6%	4	0%
COc1cccc(OC)c1C(=O)Nc1cccc(C(C)=O)c1	4%	-5%	13%	.	-8%	-3%	?	1	10%
O=C(Nc1cccc(-n2cccn2)c1)C1CCCN(Cc2cc3ccccc3[nH]2)C1 (stereo not given)	2%	6%	-34%	1%	-8%[11.4 µM]	2%	-20%	-2	-5%
CC[C@]12c3[nH]c4cc(-c5ccco5)ccc4c3CCN1C(=O)[C@@H](CC(=O)NC(C)(C)C)C[C@@H]2C(=O)N1CCN(C(=O)C2CC2)CC1	36%[activator]	-3%	-6%	-3%	-23%	-2%	-27%	2	-1%[38.3 µM]
Cc1cc(C)n(-c2nnc(NC34CC5CC(CC(C5)C3)C4)nn2)n1	-5%	5%	-7%	2%	?	2%	-15%	-2	4%
Cc1ccc(NC(=O)c2cccc(NC(=O)N3CCSc4ncccc43)c2)cc1F	17%	-6%	37%[activator]	1%	-6%	3%	-15%	-2	-2%
COc1cc(C2C(C(=O)Nc3ccccc3C)=C(C)Nc3ncnn32)ccc1OCC(N)=O (stereo not given)	-1%[57.1 µM]	-1%	12%[57.1 µM]	-6%	16%	2%	-11%	-6	-5%
CCCn1nc(C(=O)NNC(=O)CCOc2ccccc2OCC)c2ccccc2c1=O	3%[57.1 µM]	0%	5%[57.1 µM]	-9%	-6%	0%	-15%	-2	-8%
Cc1ccc(Oc2cc(C)nc(-c3ccccc3O)n2)cc1	-5%	2%	-5%	-3%	4%	-8%	-6%	3	10%
CC1CCCC(NC(=O)CCNS(=O)(=O)c2ccc(Br)cc2)C1C (stereo not given)	-14%	-5%	-14%	8%	20%	2%	2%	-6	-3%
CN(CC(=O)Nc1ccc(Cl)cc1)C(=O)CNC(=O)c1ccc2c(c1)OCO2	0%	-3%	13%	3%	2%	0%	-21%	-3	-2%
Cc1sc(-n2c(C)cc(/C=N/n3cnnc3)c2C)c(C#N)c1C	-4%	-2%	-25%	13%	-37%	-1%	-12%	-1	5%
Cc1cc(C)n2c(Nc3ccc4c(c3)OCCO4)c(-c3ccccc3)nc2n1	-12%	-2%&0%	-16%	8%&2%	4%&-21%	-8%&3%	?	3&-1	0%&-9%
Cc1ccc(CNC(=O)c2ccc(OCC(C)C)cc2)n1C	-4%	0%	-29%	0%	-11%	-3%	-19%	1	0%
CN(C)C(=O)CSc1nc2ccccc2n1CC(=O)N1CCN(c2ccccc2)CC1	14%[57.1 µM]	-1%	-4%[57.1 µM]	-2%	-18%	2%	-16%	-4	5%
Cc1ccc(C2=NN3C(=O)c4ccccc4C3C2)cc1 (stereo not given)	-3%	-2%	18%	6%	-2%	-3%	-10%	-5	-4%
COc1ccc2nc(NC(=O)C3CSC4(C)CCC(=O)N34)sc2c1 (stereo not given)	0%	-2%	-3%	-15%	3%	-2%	-18%	-3	1%
COC(=O)c1ccc(CNC(=O)c2ccc(OC)c(S(=O)(=O)NC3CC3)c2)cc1	.	-4%	.	-9%	.	-7%	-12%	-3	7%
COc1cc(OC)c(OC)cc1/C=N/NC(=O)CCc1c(C)n[nH]c1C	23%	4%	-15%	-5%	-16%	3%	-8%	-1	0%
O=C(CN1CCN(Cc2ccccc2)CC1)Nc1cccc(Cl)c1Cl	.	-2%	.	2%	.	-1%	-4%	-17	-4%
C=CCNC(=S)Nc1ccc(Cl)cc1F	4%	-2%	-4%	1%	-1%	7%	-24%	-1	6%
CCCOc1cccc(-c2cc(C(=O)NN)c3ccccc3n2)c1	0%	-2%	9%	-2%	-2%	-2%	-2%	-9	0%
CC(=O)N1CCN(S(=O)(=O)c2cccc(C(=O)Nc3ccccc3N3CCCC3)c2)CC1	-6%	-4%	-28%	2%	-3%	0%	-3%	3	2%
CN(C)CCCN(C(=O)c1ccc2c(c1)CCCC2)c1nc2ccc(F)cc2s1	-4%	0%	-14%	5%	10%	?	-6%	0	9%
COc1ccc(NC(=O)c2ccc3c(c2)c(C)c(C)n3Cc2ccc(F)cc2)cc1	13%[57.1 µM]	-5%	54%[activator][57.1 µM]	-1%	18%	?	-20%	-7	0%
Cn1ncc2c(NCc3ccc(Cl)cc3)ncnc21	3%[57.1 µM]	-2%	14%[57.1 µM]	10%	1%	0%	8%	0	7%
Cc1ccc(OC(C)C(=O)Nc2ccc3c(c2)n(C)c(=O)n3C)c(C)c1 (stereo not given)	-8%	-5%	21%[2.29 µM]	15%	9%	-6%	-11%	-16	-8%
Cc1c(C(=O)N2CCCCC2)sc(NC(=O)C(C)C)c1C#N	-6%	0%	14%	-6%	-25%	-1%	-7%	-9	-1%
C/C(CC(=O)Nc1ccc2c(c1)OCO2)=N\NC(=O)C(c1ccccc1)c1ccccc1	-4%	-3%	?	0%	-34%	-1%	-8%	7	5%
CCCCN1C(=O)C(=O)N(CC(=O)Nc2cc(Cl)ccc2OC)C1=O	-1%	0%	19%	-1%	27%	-13%	-3%	-8	11%
O=C(N/N=C/c1ccc(N2CCOCC2)cc1)c1ccccc1OCCOc1ccccc1	11%[57.1 µM]	1%	10%[57.1 µM]	6%	?	-4%	?	-6	-6%
O=C(CC(=O)Nc1nc(C23CC4CC(CC(C4)C2)C3)cs1)NCCO	?	-5%	-14%	10%	-15%	-3%	-12%	0	1%

Compound profiles, from the list above. Order of screens: TrxR1 substrate, Glioma ERSR ind, rTrxR1 inhibitor, Vif-A3F inh, RGS4 inh, Vif-A3G inh, USP1 inh, LDHA inh, mIDH1 inhibitor
Cn1ncc2c(NCc3ccc(Cl)cc3)ncnc21 in the list: 3%[57.1 µM], -2%, 14%[57.1 µM], 10%, 1%, 0%, 8%, 0, 7%
CCCOc1cccc(-c2cc(C(=O)NN)c3ccccc3n2)c1 in the list: 0%, -2%, 9%, -2%, -2%, -2%, -2%, -9, 0%

Bioassay records deposited in PubChem BioAssay by National Center for Advancing Translational Sciences (NCATS).

These rows are one share of the data, so the mix of outcomes need not match the whole.
